Compound activity as filed in PubChem.
MrgX1 allo act – allosterically activates human MrgX1 receptor signaling; actives 0.63% (n = 310,000); Q96LB2; B-score at 10 µM; MrgX1-HEK293, Fluo-4 calcium flux, FDSS; stronger effect = higher value; AID 588675;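 active = plate-corrected calcium response at least 3 library SD above typical, normal starting fluorescence, not activating the receptor alone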;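 also: compound read alongside a low EC10 to EC30 dose of BAM8-22 agonist; peak minus trough fluorescence over baseline measured at the second addition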
TRPC4 agonist – TRPC4 (mouse) channel activation | AID 2237 | B-score at 10 µM | actives 0.49% (n = 310,000) | HEK293 TRPC4beta/mu-opioid, Fluo4 calcium fluorescence; stronger effect = higher value;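 active = B-score above 5 SD of library B-scores, and initial fluorescence ratio not above library mean plus 5 SD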;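 also: positive B-score marks a calcium rise read as TRPC4 activation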
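Assay system – TRPC4beta and mu-opioid receptor HEK293 stable cells · Measured by – Fluo4 fluorescence, kinetic · Schedule – dye loading 45 min room temperature, 110 s kinetic read · Read-out – B-scored integrated calcium fluorescence ratio · Controls – buffer and maximal DAMGO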
PolyA inh – yeast polyadenylation inhibition | S. cerevisiae SKY197-pL101 polyadenylation reporter, beta-gal luminescence; efflux-impaired pdr1/pdr3 knockout yeast; score 100 = 6 SD above DMSO | calls only at 12 µM | actives 0.02% (n = 300,000) | AID 1875;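 active = lowest replicate activity score at least 50, where 100 means six control SD above control mean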;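 also: yeast exposed to compound for 9 h at 30 °C; higher score means more reporter readthrough which indicates perturbed polyadenylation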
MrgX1 agonist – agonists of human MrgX1 receptor | B-score at 10 µM | AID 588627 | Q96LB2 | actives 0.44% (n = 310,000) | MrgX1-HEK293 cells, Fluo-4 calcium fluorescence, agonist mode; stronger effect = higher value;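 active = calcium response B-score plate-corrected fluorescence ratio at least 3 library SD, with starting fluorescence B-score inside 5 SD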
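Material: MrgX1-expressing HEK293 cells / Dosing: compound as first of three additions / Incubation: overnight seeding, then 1 h dark dye loading / Signal: Fluo-4 NW calcium fluorescence / Evaluation: B-scored fluorescence response ratio / Benchmarks: positive and negative control wells on each plate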
AI-2 QS modul – Vibrio harveyi AI-2 quorum sensing modulation | AID 2094 | Vibrio harveyi JMH597 AI-2 luminescence/OD600 ratio, 9 h; stronger effect = lower value; strain lacks LuxN and CqsS sensors; 0 = neutral-control median | actives 0.4% (n = 300,000) | activity change, % at 7.5 µM; in the data active = activity change below about -75%, passing the limit was not always enough;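 also: luminescence divided by OD600 gain over 9 h not by final OD600 alone; inactives centre near 13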
MrgX1 antag – human MrgX1 receptor antagonism, primary screen | B-score at 10 µM | Q96LB2 | MRGX1-HEK293 calcium flux, Fluo-4, BAM8-22 antagonism; stronger effect = lower value | actives 1.3% (n = 310,000) | AID 588676;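 active = calcium-response B-score plate-corrected more than 3 library SD below zero, starting fluorescence within 5 deviations, no agonist response on first addition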;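 also: peak minus trough fluorescence over baseline after final BAM8-22 challenge near maximal dose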
HIF activator – HIF pathway transcriptional activation | AID 1910 | activation, % at 7.5 µM (by protocol) | U2OS HRE-luciferase reporter, luminescence; normalized: DMSO 0%, desferrioxamine 100% | actives 0.32% (n = 300,000);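 active = mean activation of at least 10% of the iron chelator positive control signal, with at least half of replicates also reaching 10%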
TRPC6 inhibitor – blocks the mouse TRPC6 cation channel; HEK293-TRPC6, membrane potential dye, ACh-evoked depolarization; stronger effect = lower value; actives 1.1% (n = 310,000); Q61143; B-score at 10 µM;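 active = B-score under library mean minus 3 SD, initial fluorescence not abnormally high, positive integrated signal ratio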;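 also: B-score derived from integrated fluorescence ratio over the kinetic read; more negative B-score means stronger inhibition of depolarization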
Target sequence (Q61143 whole entry, looked up): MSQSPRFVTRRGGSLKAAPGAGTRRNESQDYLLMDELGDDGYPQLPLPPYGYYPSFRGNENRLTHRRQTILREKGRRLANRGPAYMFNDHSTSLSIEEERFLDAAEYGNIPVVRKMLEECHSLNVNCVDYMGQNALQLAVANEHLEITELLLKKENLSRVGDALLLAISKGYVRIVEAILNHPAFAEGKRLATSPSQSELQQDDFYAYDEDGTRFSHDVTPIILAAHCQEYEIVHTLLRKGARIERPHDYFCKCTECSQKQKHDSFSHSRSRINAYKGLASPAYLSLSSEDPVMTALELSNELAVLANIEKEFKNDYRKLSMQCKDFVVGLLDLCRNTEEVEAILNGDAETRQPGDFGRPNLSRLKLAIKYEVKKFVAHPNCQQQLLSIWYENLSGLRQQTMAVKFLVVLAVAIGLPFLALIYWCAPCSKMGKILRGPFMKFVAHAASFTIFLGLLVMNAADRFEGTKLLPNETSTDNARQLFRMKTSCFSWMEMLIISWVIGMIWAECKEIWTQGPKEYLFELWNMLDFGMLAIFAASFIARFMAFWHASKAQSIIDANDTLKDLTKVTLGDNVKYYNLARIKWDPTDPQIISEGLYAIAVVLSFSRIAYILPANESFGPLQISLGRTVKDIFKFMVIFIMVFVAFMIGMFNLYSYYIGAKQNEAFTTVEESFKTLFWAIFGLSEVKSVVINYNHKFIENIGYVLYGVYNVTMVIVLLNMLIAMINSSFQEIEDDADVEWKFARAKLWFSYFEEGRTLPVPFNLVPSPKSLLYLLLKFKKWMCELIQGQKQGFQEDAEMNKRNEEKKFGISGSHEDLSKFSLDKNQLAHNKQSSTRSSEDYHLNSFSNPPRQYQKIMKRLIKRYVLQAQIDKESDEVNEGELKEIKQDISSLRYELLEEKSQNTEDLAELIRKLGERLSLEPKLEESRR
TRPC6 activator – activators of mouse TRPC6 channel. Q61143. actives 0.13% (n = 310,000). AID 2550. B-score at 10 µM. HEK293-TRPC6 membrane potential dye fluorescence; stronger effect = higher value;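 active = B-score of the integrated fluorescence ratio above library mean plus 3 SD, and starting fluorescence ratio within library mean plus 5 SD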;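 also: higher score means more depolarization so channel activation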
TRPC4 inh – TRPC4 (mouse) channel inhibition. actives 0.39% (n = 300,000). Q9QUQ5. AID 2247. B-score at 10 µM. HEK293 TRPC4beta/mu-opioid, DAMGO-evoked Fluo4 calcium flux; stronger effect = lower value;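 active = B-score over 3 SD under the library average, no early fluorescence shift, positive overall ratio signal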
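Assay system – HEK293 line stably carrying TRPC4beta and mu-opioid receptor · Doses – single dose · Detection – Fluo4 calcium-dye fluorescence, kinetic read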
TRPC4 potent – TRPC4 (mouse) allosteric potentiation | Q9QUQ5 | HEK293 TRPC4beta/mu-opioid, DAMGO EC20, Fluo-4 Ca2+ flux; stronger effect = higher value | B-score at 10 µM | actives 0.42% (n = 310,000);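 active = B-score of calcium response area above 5 SD of library B-scores, with initial fluorescence ratio within 5 SD of library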;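 also: B-score of integrated fluorescence ratio over time as area under calcium response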
Starred values were filed as active, the others as inactive; i = inactive; . = no result given.

SMILES	MrgX1 allo act	TRPC4 agonist	PolyA inh	MrgX1 agonist	AI-2 QS modul	MrgX1 antag	HIF activator	TRPC6 inhibitor	TRPC6 activator	TRPC4 inh	TRPC4 potent
O=C(Cn1cc(S(=O)(=O)Cc2ccccc2F)c2ccccc21)N1CCOCC1	i	i	i	i	3	i	0.5	i	i	i	i
CCOC(=O)c1c(C)[nH]c(C(=O)COC(=O)CNC(=O)c2ccccc2Cl)c1C	i	i	i	i	23	i	2.9	i	i	i	i
Cc1ccc(S(=O)(=O)N(C)C)cc1NC(=O)C(C)N(C)Cc1sccc1C (stereo unspecified)	i	i	i	i	2	i	-0.4	i	i	i	i
CCCCc1cc(=O)oc2c(C)c(OCc3nn[nH]n3)ccc12	i	i	i	i	5	i	-0.2	i	i	i	i
Cc1ccc2[nH]cc(CCCN3C(=O)c4ccccc4C3=O)c2c1	i	i	i	i	-5	i	0.2	i	i	i	i
COc1ccc(N2CCN(CC(=O)Nc3ccc(C)cc3)CC2)cc1	i	i	i	i	19	i	-8.0	i	i	i	i
Cc1ccc(-n2[nH]c(C)c(/C=C3/C=Nc4ccccc43)c2=O)cc1C	i	i	i	i	6	i	0.5	i	i	i	i
CCCCC(=O)Nc1ccc(NC(=O)c2ccc3c(c2)OCO3)cc1OC	i	i	i	i	7	i	0.2	i	i	i	i
Nc1nnc(SCC(=O)Nc2ccc3c(c2)OCCO3)s1	i	i	i	i	11	i	0.6	i	i	i	i
CCCCC(c1nnnn1Cc1ccco1)N1CCN(c2nc3ccccc3s2)CC1 (stereo unspecified)	i	i	i	i	33	i	-0.8	i	i	i	i
CCCCCC(=O)Nc1ccc(S(=O)(=O)Nc2ccc(Cl)nn2)cc1	i	i	i	i	-18	i	-0.1	i	i	i	i
COc1ccc(CC(=O)Nc2ccc(N3CCOCC3)cc2)cc1S(=O)(=O)N1CCOCC1	i	i	i	i	24	i	0.1	i	i	i	i
O=C(c1cc2ccccc2oc1=O)N1CCOCC1	i	i	i	i	3	i	2.5	i	i	i	i
Cc1ccccc1OCC1Cn2c(nc3c2c(=O)n(C)c(=O)n3C)O1 (stereo unspecified)	i	i	i	i	21	i	-2.0	i	i	i	i
CCc1nn(CC(=O)NCCCN(C)C2CCCCC2)c(=O)c2cc3occc3n12	i	i	i	i	-19	i	-0.1	i	i	i	i
O=C(CNC(=O)c1ccc(-c2ccccc2)cc1)Nc1ccc(S(=O)(=O)Nc2ncccn2)cc1	i	i	i	i	16	i	-0.4	i	i	i	i
O=C(COC(=O)c1cc(Cl)ccc1O)c1ccc2c(c1)OCO2	i	i	i	i	13	i	2.2	i	i	i	i
CCOc1ccc2[nH]cc(S(=O)(=O)c3ccc(C)cc3)c(=O)c2c1	i	i	i	i	12	i	-0.3	i	i	i	i
COc1ccc(N(CC(=O)Nc2nc3ccc(C)cc3s2)S(=O)(=O)c2c(C)nn(C)c2C)cc1	i	i	i	i	11	i	-0.5	i	i	i	i
CCOc1ccc(N2CC(C(=O)NCc3nnnn3-c3ccc(C)c(C)c3)CC2=O)cc1 (stereo unspecified)	i	i	i	i	6	i	-0.5	i	i	i	i
CCN(CC(=O)Nc1ccc(NC(C)=O)cc1)CC(=O)Nc1ccc(Cl)c(Cl)c1	i	i	i	i	3	i	-0.2	i	i	i	i
C=CCNC(=O)c1cccc(NS(=O)(=O)c2ccc(Cl)cc2)c1	i	i	i	i	8	i	0.6	i	i	i	i
COc1ccccc1C(=O)COC(=O)CN1C(=O)C2CC=CCC2C1=O (stereo unspecified)	i	i	i	i	.	i	-0.1	i	i	i	i
O=C(O)Cc1sc(Nc2ccc(F)cc2)nc1-c1cccs1	i	i	i	32*	20	i	1.5	i	i	i	i
O=C(NCC1CCCO1)C1CCCN(S(=O)(=O)c2ccc(Cl)cc2)C1 (stereo unspecified)	i	i	i	i	15	i	-0.5	i	i	i	i
Cc1ccc(NS(=O)(=O)c2ccccc2[N+](=O)[O-])cc1C	i	i	i	i	10	i	0.2	i	i	i	i
Cn1c(C(O)c2ccc(Cl)cc2)nc(Cl)c1Cl (stereo unspecified)	i	i	i	i	-5	i	-1.0	i	i	i	i
CN1CCN(c2ccc(NC(=S)NC(=O)c3cccc4c(Br)cccc34)cc2)CC1	i	i	i	i	19	i	0.7	i	i	i	i
COc1ccc(NC(=O)COc2cc(C)cc(C)c2)cc1S(=O)(=O)N1CCCCC1	i	i	i	i	11	i	3.8	i	i	i	i
O=C1C2C(C(=O)N1Cc1ccco1)C1C=CC2C12CC2 (stereo unspecified)	i	i	i	i	11	i	-0.4	i	i	i	i
CCn1c(SCC(=O)NC2CCCc3ccccc32)nnc1-c1ccncc1 (stereo unspecified)	i	i	i	i	4	i	0.5	i	i	i	i
COc1ccc(-n2cc(C(=O)Nc3cc([N+](=O)[O-])ccc3OC)c3ccccc3c2=O)cc1	i	i	i	i	19	i	-0.4	i	i	i	i
O=C(COC(=O)c1ccccc1[N+](=O)[O-])NC(=O)c1ccccc1	i	i	i	i	4	i	0.3	i	i	i	i
C=CCNc1nc(C(F)(F)F)nc2c1nnn2Cc1ccccc1Cl	i	i	i	i	.	i	-0.4	i	i	i	i
O=C(Nc1nnc(CSCc2ccc(F)cc2)s1)c1cccc([N+](=O)[O-])c1	i	i	i	i	4	i	-0.1	i	i	i	i
Cc1nn(-c2ccccc2)c(C)c1/C=N/NC(=O)c1ccc(F)cc1	i	i	i	i	11	i	0.6	i	i	i	i
CCOc1ccc(NC(=O)CSc2nnc(-c3ccco3)n2N)cc1	i	i	i	i	10	i	-0.1	i	i	i	i
Cc1ccsc1/C=N/NC(=O)c1ccco1	i	i	i	i	44	i	-20	i	i	i	i
O=C(COC(=O)CNC(=O)c1ccccc1)Nc1ccc(Cl)cc1C(F)(F)F	i	i	i	i	25	i	0.0	i	i	i	i
Cc1ccc(Cl)cc1N1C(=O)CC(C)(C)CC1=O	i	i	i	i	11	i	-1.7	i	i	i	i

Record cards (already shown):
`O=C(O)Cc1sc(Nc2ccc(F)cc2)nc1-c1cccs1` reads MrgX1 allo act = i; TRPC4 agonist = i; PolyA inh = i; MrgX1 agonist = 32*; AI-2 QS modul = 20; MrgX1 antag = i; HIF activator = 1.5; TRPC6 inhibitor = i; TRPC6 activator = i; TRPC4 inh = i; TRPC4 potent = i
`Cc1nn(-c2ccccc2)c(C)c1/C=N/NC(=O)c1ccc(F)cc1` reads MrgX1 allo act = i; TRPC4 agonist = i; PolyA inh = i; MrgX1 agonist = i; AI-2 QS modul = 11; MrgX1 antag = i; HIF activator = 0.6; TRPC6 inhibitor = i; TRPC6 activator = i; TRPC4 inh = i; TRPC4 potent = i

Next part.
SMILES	MrgX1 allo act	TRPC4 agonist	PolyA inh	MrgX1 agonist	AI-2 QS modul	MrgX1 antag	HIF activator	TRPC6 inhibitor	TRPC6 activator	TRPC4 inh	TRPC4 potent
c1ccc(CSc2ccc(-c3cccs3)nn2)cc1	i	i	i	i	-61	i	0.9	i	i	i	i
CC1CCN(c2ccc3nnc(CCC(=O)NC(C)C)n3n2)CC1	i	i	i	i	30	i	-13	i	i	i	i
O=C(NC(Cc1ccccc1)C(=O)N1CCCCC1)c1ccccc1 (stereo unspecified)	i	i	i	i	13	i	-0.1	i	i	i	i
O=C(/C=C/c1ccc(Cl)cc1)N(Cc1ccccc1)c1ccccn1	i	i	i	i	19	i	0.0	i	i	i	i
COc1ccc(CC(=O)NCCCCc2ccccc2)cc1OC	i	i	i	i	24	i	0.2	i	i	i	i
CSc1ccc(CNC(=O)C2CCC(=O)N(Cc3cccc(F)c3)C2)cc1 (stereo unspecified)	i	i	i	i	17	i	-0.2	i	i	i	i
CCn1cc(CN2CCC(C(=O)Nc3cccc(-c4cccc(Cl)c4)c3)CC2)cn1	i	i	i	i	23	i	0.0	i	i	i	i
CCc1cc(CNC(=O)CC2C(=O)NCCN2Cc2ccccc2C(F)(F)F)on1 (stereo unspecified)	i	i	i	i	21	i	0.0	i	i	i	i
CCCCN(CC)CCNC(=O)c1cc2c(-c3ccccc3F)nn(C)c2s1	i	i	i	i	12	i	-0.5	i	i	i	i
COC(=O)c1ccc(C2OCC(C)(C)CO2)cc1	i	i	i	i	12	i	4.1	i	i	i	i
CSc1nc2ccc(NS(=O)(=O)c3ccc(Br)s3)cc2s1	i	i	i	i	112	i	-0.3	i	i	i	i
Cc1cccc2cc(CN(Cc3nnnn3C3CCCC3)C3CCCCC3)c(=O)[nH]c12	i	i	i	i	2	i	-0.2	i	i	i	i
COc1ccccc1N1CCN(C2CC(=O)N(c3cccc(Br)c3)C2=O)CC1 (stereo unspecified)	i	i	i	i	16	i	-1.8	i	i	i	i
Cc1nn(C(=O)c2cccnc2)c(C)c1Sc1ccccc1	i	i	i	i	39	i	103*	i	i	-6*	i
COc1cc(OC)cc(C(=O)NCCOc2ccccc2)c1	i	i	i	i	-8	i	1.9	i	i	i	i
CN(C(=O)COC(=O)c1cc([N+](=O)[O-])ccc1Cl)c1ccccc1	i	i	i	i	14	i	-1.2	i	i	i	i
COC/C=C/C1=CC2=CC(=O)C(C)(OC(=O)c3cnc4ccccc4n3)C(=O)C2=CN1CCCCO (stereo unspecified)	i	i	i	i	35	i	-4.6	i	i	i	i
O=C(O)c1ccccc1C(=O)N1CC=C(c2ccccc2)CC1	i	i	i	i	32	i	-0.6	i	i	i	i
Cc1cc(C)n(CCN(C)Cc2cn[nH]c2-c2ccc(F)cc2F)n1	i	i	i	i	1	i	-0.2	i	i	i	i
COC(=O)/C=C/c1ccccc1S(=O)(=O)N(Cc1ccccc1)Cc1ccco1	i	i	i	i	2	i	-0.2	i	i	i	i
C/C(=N\NC(=O)CN1CCOCC1)C(C)(C)C	i	i	i	i	4	i	-2.4	i	i	i	i
Cc1ccc(SCCN2CCN(CCc3ccccc3)CCC2=O)cc1	i	i	.	i	23	i	0.2	i	i	i	i
c1cc2nncn2nc1N1CCCC1	i	i	i	i	9	i	0.8	i	i	i	i
O=c1c2cc([N+](=O)[O-])cc([N+](=O)[O-])c2[nH]n1-c1ccccc1	i	i	i	i	-4	i	-1.1	i	i	i	i

Only part of the results is shown; rates above refer to the full screens.
